Screening results: PubChem, several laboratories
S1P1 ag-PAM = activates or potentiates agonism at human S1P1 receptor. activation, % at 9.5 µM. P21453. S1P1 CRE-bla cells, forskolin, beta-lactamase FRET, potentiator mode; S1P1 agonist co-added at EC20, 2 nM; 100% = saturating reference agonist, 0% = basal. AID 449. actives 0.57% (n = 56,000);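 active = activation above a cutoff set at the mean activation of all tested compounds plus 3 SD, cut at about 54% in these data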;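 also: forskolin at 4 µM as EC80 and the EC20 agonist is SEW2871; 100% = SEW2871 at its EC100 plus forskolin at EC80; some compounds past the cut are filed as inactive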
HTR1E antagonist = blocks the human 5-HT1E serotonin receptor; P28566; CHO 5-HT1E Ga15 NFAT-bla reporter, FRET, antagonist; inhibition, % at 6 µM; actives 0.99% (n = 65,000);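 active = inhibition above a set limit, the mean inhibition across every tested compound plus 3 SD, cut at about 29% in these data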;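 also: signal is the 460 over 535 nm emission ratio of beta-lactamase substrate; 0% = agonist plus DMSO wells and 100% = wells without agonist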
S1P3 ag = agonists of human S1P3 receptor. Q99500. S1P3 NFAT-BLA reporter cells, agonism, FRET ratio; relative to 1 µM S1P, basal subtracted. activation, % at 4.5 µM. actives 0.1% (n = 60,000). AID 373;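 active = activation above the screen-wide mean plus 3 SD, cut at about 4.5% in these data, passing the limit was not always enough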; also: some compounds called inactive have numbers as strong as hits
Target sequence (Q99500 whole entry, looked up): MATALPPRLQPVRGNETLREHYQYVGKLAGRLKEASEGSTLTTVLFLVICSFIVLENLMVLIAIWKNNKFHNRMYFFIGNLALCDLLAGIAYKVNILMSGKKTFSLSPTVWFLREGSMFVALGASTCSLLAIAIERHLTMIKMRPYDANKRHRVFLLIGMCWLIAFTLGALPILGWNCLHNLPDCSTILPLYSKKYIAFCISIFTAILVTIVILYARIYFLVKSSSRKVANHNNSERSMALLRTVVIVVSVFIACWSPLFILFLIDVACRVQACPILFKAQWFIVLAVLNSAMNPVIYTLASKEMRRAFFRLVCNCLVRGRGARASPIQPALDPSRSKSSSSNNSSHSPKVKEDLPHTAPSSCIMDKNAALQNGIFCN
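Assay system: CHO cells stably expressing human S1P3, Gα16 and NFAT-β-lactamase reporter. Timing: overnight plating, 4 h compound 37 °C, 2 h substrate RT. Signal: β-lactamase FRET emission ratio 460/535 nm. Measure: percent activation versus median 1 µM S1P response, basal-subtracted, per plate. Repeats: primary screen single test, confirmation screen in triplicate.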
5HT1E ag = agonists of human 5-HT1E serotonin receptor | P28566 | AID 574 | CHO 5-HT1E Ga15 NFAT-bla reporter, FRET; 0% DMSO wells, 100% control agonist wells | actives 0.69% (n = 65,000) | activation, % at 6 µM;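 active = activation above a set limit, the screen-wide mean activation plus 3 SD, cut at about 8.5% in these data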;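 also: 100% = positive control agonist at 1 µM giving full maximal response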
D1 allo mod = D1 dopamine receptor (human) allosteric modulation; P21728; HEK293 D1, CRE-luciferase, dopamine EC30 potentiation; actives deviate in either direction; B-score at 10 µM; actives 5.9% (n = 58,000); AID 641;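 active = luminescence count or its row- and column-corrected plate score outside the 99.7% band of the plate's sample wells, on either side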
Target sequence (P21728 whole entry, looked up): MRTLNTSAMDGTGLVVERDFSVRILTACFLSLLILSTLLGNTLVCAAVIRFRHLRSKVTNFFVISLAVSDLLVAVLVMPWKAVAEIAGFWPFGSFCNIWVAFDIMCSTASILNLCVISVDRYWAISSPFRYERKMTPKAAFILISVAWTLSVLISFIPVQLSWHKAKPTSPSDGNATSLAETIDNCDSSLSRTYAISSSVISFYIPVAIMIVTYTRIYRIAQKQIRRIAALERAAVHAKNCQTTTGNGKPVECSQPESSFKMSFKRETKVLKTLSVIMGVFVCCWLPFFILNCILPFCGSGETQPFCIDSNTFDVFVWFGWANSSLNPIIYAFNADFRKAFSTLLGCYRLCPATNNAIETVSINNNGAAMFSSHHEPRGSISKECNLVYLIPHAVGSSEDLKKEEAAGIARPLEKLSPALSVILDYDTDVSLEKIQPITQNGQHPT
HTR1A agonist = agonists of human 5-HT1a serotonin receptor; activation, % at 10 µM; AID 567; CHO 5-HT1a Ga15 NFAT-bla reporter, FRET ratio; 0% basal, 100% maximal reference agonist; actives 0.56% (n = 65,000);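 active = activation above the screen-wide mean activation plus 3 SD, cut at about 19% in these data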;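 also: 0% = DMSO wells and 100% = 5-CT at EC100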
5HT1a antag = blocks the human serotonin 5-HT1a receptor | inhibition, % at 10 µM | actives 0.68% (n = 62,000) | P08908 | CHO 5-HT1a Ga15 NFAT-bla reporter, antagonist mode;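 active = inhibition above the mean of all tested compounds plus 3 SD, cut at about 43% in these data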;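 also: receptor stimulated by 5-CT agonist at 100 nM near EC80; beta-lactamase reporter measured by ratiometric fluorescence of a cleavable substrate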
HEK293 NFkB inh = inhibitors of the PMA/ionomycin-induced NF-kB reporter in HEK293 cells | HEK-293 NF-kB luciferase reporter, luminescence | inhibition, % at 3 µM | actives 0.21% (n = 62,000) | AID 465;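 active = inhibition above the mean of all tested compounds plus 3 SD, cut at about 40% in these data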;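 also: 0% = stimulated DMSO wells and 100% = 10 µM reference inhibitor 5653914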
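System – HEK-293 cells with stable firefly luciferase reporter driven by four HIV NF-kB elements · Doses – one dose, 3 µM · Schedule – 1 h compound pre-incubation, 16 h PMA/ionomycin at 37 °C · Technique – luminescence from luciferase substrate reagent · Measure – percent inhibition normalized per plate to DMSO and reference-inhibitor controls · Replicates – tested once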
Jurkat viability = cytotoxicity toward Jurkat cells | inhibition, % at 4 µM | Jurkat E6.1 viability, ATP luminescence, 48 h | actives 1.2% (n = 56,000);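 active = inhibition above the mean inhibition of all tested compounds plus 3 SD, cut at about 28% in these data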
An asterisk follows results filed as active; · = no result given.

Below each SMILES – HTR1A agonist	5HT1a antag	D1 allo mod	HEK293 NFkB inh	S1P1 ag-PAM	S1P3 ag	5HT1E ag	Jurkat viability	HTR1E antagonist
#1 Cc1ccc(C)c(C2=CSC3=NCCN23)c1
 : 1.1	-7	-0.19	1	0	-0.5	-0.3	-1	-2
#2 CC1CCN(S(=O)(=O)c2ccc(NC(=O)CN3CCN(c4ccccc4)CC3)cc2)CC1
 : 0.7	-5	0.2	20	·	-0.9	-0.4	7	-6
#3 Cc1ccc2nc(NC(=O)CNS(=O)(=O)c3ccc(Br)s3)sc2c1
 : -2.7	2	-0.47	13	3	-1.0	0.0	9	9
#4 CCOC(=O)c1ccc(-n2[nH]c(-c3ccccc3)cc2=O)cc1
 : -1.5	32	-2	8	·	·	1.1	·	2
#5 CCOC(=O)C1=C(Nc2cccc(Cl)c2)OCC1=O
 : -1.7	-16	0.58	1	·	-0.7	0.4	-2	5
#6 COc1cc(C2=NOC(C(=O)NCc3ccco3)C2)cc(OC)c1OC (stereo not drawn)
 : -0.1	10	-1.7	33	20	-0.2	0.3	73*	12
#7 [O-]/[N+](=C\c1ccccc1)[C@@H]1CCCC[C@@H]1/[N+]([O-])=C/c1ccccc1
 : -2.6	6	1.7	4	-19	-0.3	-0.2	-4	4
#8 C=CCn1c(SCC(=O)Nc2cc(NC(C)=O)ccc2OC)nnc1-c1ccccn1
 : -0.8	-6	-0.21	5	-11	-1.1	0.3	6	7
#9 Cc1cccc(C)c1NC(=O)C1CCCNC1 (stereo not drawn)
 : -0.8	7	-0.65	23	7	0.0	-0.8	-8	-4
#10 Cc1cc(NC(=O)CN2C(=O)C3CC=CCC3C2=O)no1 (stereo not drawn)
 : -0.1	3	-0.79	2	4	0.3	0.3	-2	20
#11 COc1ccc2nc(NC(=O)CCn3cccc3)sc2c1
 : -2.1	-7	0.41	7	-2	-0.5	-0.3	11	7
#12 COc1ccc2[nH]c(=O)c(CN(CC3CCCO3)C(=O)Nc3ccccc3)cc2c1 (stereo not drawn)
 : -0.1	7	-0.17	14	0	-0.3	-0.9	13	18
#13 COc1ccc(C(=O)CSc2nnc(CNC(=O)c3ccc(OC)cc3)n2C)cc1
 : -1.4	-8	0.00071	14	20	-0.4	-0.1	6	1
#14 O=C1NCCN1C(=O)C12CC3CC(CC(C3)C1)C2
 : 0.7	-7	0.64	11	-1	-0.5	-0.3	1	-2
#15 O=C(Nc1ccc(N2CCN(c3ccc(O)cc3)CC2)cc1)Oc1ccccc1
 : 6.4	11	-1.5	-14	7	-1.7	0.8	12	19
#16 CN(C)C(=O)c1nc(C#N)c(N(C)C)o1
 : -1.1	-6	0.15	10	2	-0.3	-0.7	4	-1
#17 CC(C)N(C(=O)CSc1nnc(CN2CCCCCC2=O)n1-c1ccccn1)C(C)C
 : -1.2	-8	0.68	8	-4	0.2	1.6	3	-2
#18 COc1ccc(C2CC(c3ccccc3)Nc3nc(NC(=O)c4ccco4)nn32)cc1 (stereo not drawn)
 : -0.4	-8	-0.4	10	10	-0.6	1.1	-4	-3
#19 CC(C)Cn1c(N)c(C(=O)COC(=O)C2CCCCC2)c(=O)n(C)c1=O
 : -1.2	0	-2	5	32	-1.2	-0.6	2	-4
#20 C(=N\n1cnnc1)/c1ccc(N2CCOCC2)s1
 : -1.7	-9	0.37	15	·	·	0.2	·	-5
#21 Cc1occc1C(=O)Nc1ccccc1NC(=O)c1ccoc1C
 : -1.6	8	0.48	18	0	-0.8	-1.6	3	16
#22 O=C(O)CCCNS(=O)(=O)c1ccc2ccccc2c1
 : -1.0	1	-2.6	11	8	-0.5	-0.4	7	13
#23 CCOC(=O)Cc1nnc(NC(=O)c2ccccc2OC)s1
 : -0.7	-4	-0.73	9	-13	-0.4	-0.1	-4	-3
#24 CCN(CC)CCCCOc1ccccc1OC
 : 0.3	-13	-0.98	24	-17	-0.7	10*	4	-6
#25 Brc1ccc(CSc2nnc(-c3cnccn3)n2Cc2ccco2)cc1
 : -1.2	28	0.4	11	14	0.0	-0.8	5	20
#26 CCOC(=O)C1CCCN(C(=O)c2ccccc2NC(C)=O)C1 (stereo not drawn)
 : -2.1	2	-0.47	9	-2	-1.0	-1.7	5	6
#27 Cc1nn(Cc2ccccc2)c(C)c1CCC(=O)O
 : -4.0	-5	0.83	3	-5	0.1	-0.9	12	-7
#28 O=C(CSc1nnnn1-c1cccc2c1CCCC2)N1CCOCC1
 : 1.8	3	·	9	·	·	1.1	·	-3
#29 Cc1csc(NC(=O)CSc2nsc(SCC(=O)Nc3nc(C)cs3)c2C#N)n1
 : -0.3	·	-1.1	·	9	-1.6	0.1	·	0
#30 Cn1c(=O)[nH]c(=O)c2[nH]c(NCCCN3CCOCC3)nc21
 : -2.6	12	0.74	10	·	·	-0.1	·	0
#31 CC(=O)Nc1cccc(NC(=O)CSc2nc(C)c(C)c(C)c2C#N)c1
 : 1.8	·	2.4	·	-52	-1.4	-0.3	·	12
#32 CSCCC(Nc1nc2ccccc2s1)C(=O)O (stereo not drawn)
 : -2.7	-1	·	8	-17	-0.9	-0.8	4	2
#33 O=C(Nc1nnc(C2CC2)o1)c1ccc(S(=O)(=O)N2CCCc3ccccc32)cc1
 : -2.3	0	·	-1	-4	-0.9	0.4	102*	1
#34 CCc1nc2sc(C)c(C)c2c(=O)n1CCO
 : -7.3	-3	0.48	17	-6	-1.7	-0.3	4	4
#35 O=C(CSc1ccc2nnc(-c3ccccc3)n2n1)NCc1ccco1
 : -1.4	-2	-1	8	7	0.3	0.2	-2	-3
#36 CCOC(=O)c1c(CN2CCCCC2)n(C)c2ccc(OC)c(S(=O)(=O)c3ccccc3)c12
 : -1.1	10	-0.49	19	·	·	-1.0	·	-8
#37 CCc1cc2c(=O)c(Oc3ccccc3F)c(C)oc2c(CN(C)C)c1O
 : -0.3	-1	-0.067	12	-5	-0.7	-0.3	3	10
#38 O=C(CSc1nc2ccccc2c(=O)n1CC1CCCO1)N1CCN(c2ccccc2)CC1 (stereo not drawn)
 : -2.5	9	-1.2	4	-14	-1.3	-0.9	-2	-1
#39 CS(=O)(=O)C1=C(O)C(=O)N(CCCC(=O)O)C1c1ccccc1F (stereo not drawn)
 : -1.9	0	-0.79	12	-11	-1.3	-2.1	1	14
#40 CCN(C(=O)c1cccc(F)c1)c1ccccc1C
 : -0.7	15	·	21	·	·	0.7	·	4
#41 O=C(CC1Oc2ccc(Cl)cc2NC1=O)NC1CCCCCC1 (stereo not drawn)
 : 0.3	-10	4.1	16	-9	-0.2	1.4	6	-7
#42 Cc1ccc(N2C(=O)c3ccccc3C2(O)c2ncc[nH]2)cc1 (stereo not drawn)
 : 0.0	4	-0.33	17	-20	-1.3	-1.5	-12	11
#43 O=C(NC12CC3CC(CC(C3)C1)C2)c1ccc(=O)oc1
 : -2.2	-6	0.58	0	5	-1.1	-0.4	-6	9
#44 CC(=O)C1=C(C)NC(SCC(=O)c2ccccc2)=C(C#N)C1CC(C)C (stereo not drawn)
 : -2.7	6	-0.69	1	0	-0.9	-1.1	6	10
#45 Cc1ccc(S(=O)(=O)Cn2nnnc2C(c2ccccc2)N2CCN(c3ncccn3)CC2)cc1 (stereo not drawn)
 : -0.3	6	·	21	-7	-1.0	-0.2	7	3
#46 Cn1c(=O)c2c(nc(NCc3ccc4c(c3)OCO4)n2C)n(C)c1=O
 : -3.6	22	0.75	3	-12	-1.7	0.2	6	17
#47 COC(=O)c1ccc(CSc2nnnn2-c2ccc(C)cc2C)o1
 : 0.2	8	0.23	20	4	-1.5	-0.6	11	9
#48 O=C1CC(Nc2ccc(N3CCOCC3)cc2)C(=O)N1c1ccccc1F (stereo not drawn)
 : -1.3	-12	-0.25	14	14	-0.9	-0.2	-3	-9
#49 CCC(Sc1ncnc2c1nnn2-c1ccc(F)cc1)C(=O)OC (stereo not drawn)
 : -0.7	0	3	-7	-15	-0.4	-0.3	-1	-11
#50 CCc1cccc(CC)c1NC(=O)CSc1nnc(C(C)C)n1CC
 : -1.9	-15	0.0029	16	19	-0.2	0.1	-1	3
#51 Cc1ccccc1-n1nc2c(c1NC(=O)COc1ccc(Cl)cc1)CS(=O)C2 (stereo not drawn)
 : -3.2	9	0	14	-16	-1.1	0.3	0	7
#52 c1ccc(CN2CCC(N3CCN(Cc4ccc5c(c4)OCO5)CC3)CC2)cc1
 : -3.0	8	-0.79	16	8	-1.7	-0.5	8	10
#53 OCc1nnn(-c2cccc(C(F)(F)F)c2)c1CO
 : -1.4	-7	-0.7	6	3	0.9	-0.3	-6	-4
#54 COc1ccc(OC)c(-c2nnc(NC(=O)C(C)Sc3nncn3C)s2)c1 (stereo not drawn)
 : 1.0	-8	3.6	17	-30	-0.2	1.8	1	0
#55 O=c1oc2ccccc2c(O)c1/C=N/c1ccccn1
 : 0.8	0	-0.097	0	-8	-0.4	-0.3	12	2
#56 CC(C)CCn1c(Sc2nc3ccccc3s2)nc2c1c(=O)[nH]c(=O)n2C
 : 5.7	9	21*	3	-33	-0.8	2.9	-1	-4
#57 CCCn1c2c(c(O)c(C(=O)Nc3ccccn3)c1=O)CCCC2
 : -3.6	9	-0.27	0	-2	-0.9	0.2	-5	3
#58 Cc1ccc2ccccc2c1COC(=O)c1nonc1N
 : -1.8	8	-0.45	7	·	-0.4	-0.2	1	-4
#59 FC(F)(F)c1nc2nncn2c2c1CCCCC2
 : -0.2	7	-0.35	17	1	-0.9	1.0	7	-11
#60 O=C(NCc1ccco1)C1CCN(S(=O)(=O)c2ccc(-n3cnnn3)cc2)CC1
 : 0.6	3	0.097	1	-1	0.5	-0.3	-4	-5

More entries:
Below each SMILES – HTR1A agonist	5HT1a antag	D1 allo mod	HEK293 NFkB inh	S1P1 ag-PAM	S1P3 ag	5HT1E ag	Jurkat viability	HTR1E antagonist
#61 Cc1ccc(S(=O)(=O)N(CC(=O)N2CCCC2)C2CCCCC2)cc1
 : 0.1	3	·	21	1	-1.0	-0.1	7	3
#62 Cn1c(C(=O)NCCN2CCN(Cc3ccccc3)CC2)cc2c(=O)n(C)c3ccccc3c21
 : 7.3	9	-0.54	8	-32	-1.3	3.5	-8	7
#63 Cc1cc(C)nc(SCc2nnc(SCC(=O)Nc3ccc(Cl)c(C(F)(F)F)c3)o2)n1
 : -1.1	-9	-1.1	12	3	0.2	-1.0	2	2
#64 Cc1cc(C(=O)CSc2nc3ccccc3o2)c(C)n1C1CC1
 : 4.6	-1	-0.69	-15	28	-0.4	1.1	-3	-2
#65 O=c1cc(CO)oc(CN2CCCC2)c1O
 : -2.6	2	-0.18	-4	-14	-2.2	0.1	10	13
#66 CCCCC(=O)NCCc1ccc(S(N)(=O)=O)cc1
 : -1.1	-4	·	20	8	-0.6	-0.3	-3	2
#67 CCOC(=O)c1ccc(NS(=O)(=O)c2cnc[nH]2)cc1
 : -5.3	-3	0.07	14	-3	-0.7	0.3	1	-4
#68 COC(=O)c1ccc(-c2ccc(C(=O)N3CCCN(C)CC3)cc2)cc1
 : -3.0	-9	-0.41	10	9	0.3	0.0	-2	1
#69 Cc1ccc(C)n1CCN1CCN(CC(=O)Nc2ccc(S(N)(=O)=O)cc2)CC1
 : -1.0	-1	0.0013	2	-23	-1.0	0.2	6	-17
